Screening data (PubChem BioAssay)
PGC1a acetyl inh: inhibitors of PGC1a acetylation signal, primary screen, cell-based, U2OS, AlphaScreen, inhibitor mode; AlphaScreen anti-acetyl-lysine; with virally co-expressed GCN5 acetyltransferase; inhibition, % at 15.6 µM; 350,000 tested, 0.17% active; AID 651687, 2012;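 active = every replicate shows inhibition of at least 40%; inconclusive = mean inhibition at least 40% but some replicate below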;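 note: 0% = neutral control wells and 100% = positive control wells; some results beyond the cut were filed as inactive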
F508del corr: F508del CFTR correction, initial screen, CFBE line, single point; CFBE cells, YFP halide quenching; stimulated with forskolin plus potentiator P3; % fluorescence drop versus neutral controls; activity (quench increase), % at 7.58 µM; 350,000 tested, 0.36% active; AID 720511, 2013;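 active = mean added fluorescence quench of at least 8% versus neutral control, with both replicates also reaching 8%; inconclusive = only one of the mean or replicate conditions met; inactive = mean below 8% and not both replicates reaching 8%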;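 note: cells transiently co-express mutant CFTR-F508del with the halide-sensitive YFP; corrector assay measuring rescue of mutant channel to the surface after 24 h compound exposure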
GSIS activator: GLuc luminescence reporter in INS-1E cells, primary screen for activators of glucose-dependent secretion of insulin; INS-1E GLuc reporter insulin secretion, 2-3 h; activation, % at 16.6 µM; 370,000 tested, 0.61% active; AID 743287, 2014;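 active = lowest replicate activation of at least 40%, so every replicate reaches that level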;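 note: 0% = median of neutral control wells and 100% = median of IBMX positive control wells; some compounds called inactive have numbers as strong as hits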
Statin myotox sup: suppressors of statin myotoxicity in C2C12 myotubes, primary screen, cell-based, single point, plate reader; C2C12 myotubes + simvastatin, ATP luminescence, 48 h; scaled: DMSO 0, geranylgeraniol control 100; rescue of ATP level, % at 7.49 µM; 330,000 tested, 0.78% active; AID 602340, 2012;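 active = mean ATP rescue above about 67%, or every replicate alone reaching that limit, limit read from the data, passing the limit was not always enough; inconclusive = no clear call, values can overlap the other calls; inactive = mean under the limit and some replicate under it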;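 note: myotubes were challenged with 10 µM simvastatin during compound exposure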
miR-122 sensor: miR-122 Renilla sensor signal increase in Huh7, primary screen, miR-122 inhibitor project, cell-based, single point, plate reader. Huh7 miR-122 Renilla luciferase sensor, 48 h; neutral wells = 0, positive control = 100. activation (reporter increase), % at 12.5 µM. 340,000 tested, 0.3% active;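 active = mean replicate activation score at least 90 and every replicate individually at or above 90; inconclusive = only one of the two criteria met; inactive = neither criterion met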;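 note: higher luciferase means less miR-122 activity so hits act as miR-122 inhibitors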
Cneo AK release: Cryptococcus neoformans cell lysis inducers, primary screen, AK release luminescence, single concentration; C. neoformans lysis, adenylate kinase release luminescence, 4 h; normalised: neutral wells 0, clomiphene wells 100; lysis activity, % at 15 µM; 360,000 tested, 0.2% active;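 active = mean lysis activity across replicates of at least 80%, whatever share of replicates individually reach that level; inactive = mean lysis activity below 80%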
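Material – Cryptococcus neoformans yeast cells · Quantity – 5 × 10^6 yeast cells/mL · Buffer or medium – YPD medium · Compound – single dose · Timing – 4 h static compound exposure, 37 °C, read 1 h post-reagent · Signal – adenylate kinase release luminescence · Read-out basis – lysis from increased AK signal · Benchmarks – Clomiphene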
PglD inh: C. jejuni PglD acetyltransferase inhibitors, primary screen, biochemical, DTNB colorimetric, single point | UDP-N-acetylbacillosamine N-acetyltransferase PglD (Campylobacter jejuni) | purified PglD enzyme, DTNB colorimetric CoA detection | inhibition, % at 12.5 µM | 360,000 tested, 0.098% active | AID 602405, 2012; in the data active = inhibition above about 16%, passing the limit was not always enough; inconclusive = no clear call, values can overlap the other calls; note: strong numbers were not always called active
FN deposition inh: inhibitors of fibronectin matrix deposition, primary screen, AH1F cells, Alexa488-fibronectin fluorescence, plate reader; inhibition, % at 12.6 µM; AH1F fibroblasts, overnight; AID 743247, 2014; 350,000 tested, 0.086% active;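 active = mean inhibition across replicates of 30% or more, regardless of how many single replicates reach that level; inconclusive = mean under 30% yet at least half of replicates reach 30%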;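 note: positive control wells lacked labelled fibronectin entirely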
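Schedule: 1 h cell adhesion before compound, then overnight fibronectin incubation; test system: AH1F fibroblast monolayer depositing Alexa488-labelled fibronectin into matrix; quantity: 10000 AH1F cells per well; probe or stimulus: fluorescent fibronectin at 24 nM final; signal: fluorescence, ex 485 nm, em 525 nm; evaluation: percent inhibition as loss of matrix-bound fibronectin fluorescence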
* marks the source's active call; other numbers are inactive results; ? = inconclusive; . = not tested or not shown; [ ] = dose if it differs, or a comment. Rows were taken by chance. Share with any hit: about 2.1%.

structure	PGC1a acetyl inh	GSIS activator	miR-122 sensor	F508del corr	Cneo AK release	PglD inh	FN deposition inh	Statin myotox sup
C[C@@H]1CN([C@H](C)CO)C(=O)c2cc(NC(=O)Cc3ccccc3)ccc2O[C@@H]1CN(C)Cc1ccncc1	?	3.7	5.0[16.7 µM]	3.1	-20.1	7.0	-21.9	10.8
O=S(=O)(Nc1ccccc1N1CCCCC1)c1ccc(F)cc1	-61.0	-20.7	13.2	0.1	-0.5	-3.0	-9.6	-0.1
O=C(Nc1ccc(Oc2ccc(NC(=O)Nc3ccc([N+](=O)[O-])cc3)cc2)cc1)Nc1ccc([N+](=O)[O-])cc1	.	-13.9	.	4.7	0.3	2.4	1.2	-10.4
O=C(O)CCn1nnc(-c2ccccc2)n1	-2.9	3.4	0.2	-1.4	.	.	-2.6	.
COC(=O)c1ccc(COC(=O)CNC(=O)c2ccco2)cc1	4.4	.	-6.3	.	-2.9	-1.2	0.4	-3.0
CC(=O)Nc1sc(N/N=C/c2ccc(N(C)C)cc2)nc1-c1ccc(C)cc1	-0.8	4.8	6.1	-1.9	-1.9	-5.4	-14.0	.
COc1ccc(C2CC(c3ccc(Cl)cc3)=NN2C(C)=O)cc1 (stereo unspecified)	-12.3	-9.0	5.4	-5.6	9.9	-8.5	1.0	14.7
Cc1ccc2c(Cl)c(C(=O)NC3CC3)sc2c1	.	10.6	-2.5	-1.4	-1.2	0.4	.	.
CC(=O)Nc1ccc(NC(=O)CSc2nnc(-c3ccccc3)n2Cc2ccc3c(c2)OCO3)cc1	8.8	.	23.8	.	-0.7	-0.2	.	20.6
O=C1c2cccc3c(O)ccc(c23)C(=O)N1Cc1ccccc1	-13.9	.	10.2	.	-2.2	-0.5	.	7.1
COCc1cccc(-c2csc(C(O)c3ccccc3)n2)c1 (stereo unspecified)	4.1	-9.0	-7.2	3.9	-4.5	-0.1	1.4	14.2
CC(C)NC(=O)c1ccc(OC2CSC2)cc1	-4.7	.	4.7	.	2.5	8.7	0.1	.
CC(=O)O[C@H]1[C@@H](O)[C@H](O)[C@H](Oc2c(O)c(C)c3c4c2[C@@H](C)CC[C@@H]4[C@@H](C)C[C@H]3C=C(C)C)O[C@H]1C	-3.4	.	-2.0	1.0	2.1	-2.7	8.4	7.2
C=CCn1cccc(C(=O)Nc2ccc(Cl)cc2)c1=O	5.4	15.0	0.2	-0.5	-2.5	4.1	0.9	-2.2
CCCCSc1nc2c(c(=O)[nH]c(=O)n2C)n1CCc1ccccc1	.	6.1	.	-5.1	0.6	-0.7	-7.2	4.7
C[C@@H]1CN([C@@H](C)CO)C(=O)c2cc(NS(=O)(=O)c3cccs3)ccc2O[C@@H](C)CCCCO[C@H]1CN(C)C(=O)CCCN(C)C	-16.9	7.6	11.0[16.7 µM]	0.6	-1.4	0.8	.	.
O=C(Nc1ccc(O)c2c(=O)cc(-c3cccc(Cl)c3)oc12)c1ccc(F)cc1	.	14.0	4.4	0.4	3.1	2.3	1.4	7.3
Cc1cccc(CN2CCN([C@@H]3CS(=O)(=O)N[C@H]3COCc3ccccc3)CC2)c1	5.9	7.7	-5.1	2.9	1.8	6.2	6.0	11.0
Cc1c(C(=O)NCc2ccccn2)oc2ccc(Br)cc12	4.6	36.7	-1.0	0.9	-1.6	-1.5	.	4.2
COc1cccc(C(=O)NCCN2CCN(c3ccccc3)CC2)c1	-10.1	-0.5	-0.5	2.8	2.6	6.4	-3.8	3.5
CC(=O)NCC(=O)OCN1C(=O)c2ccccc2C1=O	-8.3	.	-0.9	.	1.2	6.9	.	-7.5
COc1ccc(N(CC(=O)NCC2CCCO2)C(=O)CCC(=O)Nc2nccs2)c(OC)c1 (stereo unspecified)	-5.0	30.6	-5.1	1.5	-3.1	-6.8	-6.4	-4.5
O=C(CSC1=NCCS1)Nc1ccc2ccccc2c1	-6.3	-2.8	.	-2.7	.	.	1.7	.
O=C(CN1C(=O)C2(OCCO2)c2ccccc21)c1ccc(Br)cc1	4.6	.	-1.9	-2.4	-0.1	3.7	.	3.1
CCC(=O)N1CCc2cc(S(=O)(=O)NC(C(=O)Nc3cccc(C)n3)C(C)C)ccc21 (stereo unspecified)	-0.6	18.4	2.3	.	-1.3	4.3	-8.8	13.7
CC1C(=O)Nc2ccccc2N1C(=O)c1c(F)cccc1F (stereo unspecified)	2.7	-2.2	-1.5	.	0.2	2.7	-0.9	6.1
O=C(Nc1cc(S(=O)(=O)N2CCCCC2)ccc1Cl)C1=NN(c2ccccc2)C(=O)CC1	1.6	3.0	-4.6	-0.7	0.2	-1.6	2.7	-20.3
O=C(Nc1ccc(F)c(Cl)c1)C1Cc2c(-c3ccco3)ccnc2O1 (stereo unspecified)	14.0	-1.2	-2.2	5.7	0.3	-11.3	2.8	?
CCC(=O)N1[C@H](CN(C)C(C)=O)[C@H](c2ccc(-c3cccnc3)cc2)[C@@H]1CO	7.9	10.5	-42.6[16.7 µM]	-1.4	-3.7	0.4	-6.6	5.2
O=S(=O)(N[C@@H]1CC[C@@H](CCn2cc(-c3ccccn3)nn2)O[C@H]1CO)c1cccc(Cl)c1	-8.9	-5.9	-0.5[16.7 µM]	2.2	1.3	10.1	-1.8	20.9
CC(C)NC(=O)N(C)C[C@@H]1Oc2ncc(C3=CCCCC3)cc2C(=O)N([C@@H](C)CO)C[C@H]1C	-5.8	8.1	1.6[16.7 µM]	0.5	5.6	5.8	0.0	-14.8
O=C(Cc1ccc(S(=O)(=O)N2CCOCC2)s1)N1CCN(S(=O)(=O)c2cccc([N+](=O)[O-])c2)CC1	0.6	6.7	-6.7	-5.2	.	-1.2	4.1	-6.7
CCCC(=O)Nc1ccc2c(c1)C(=O)N(C)[C@@H]1CC[C@H](CC(=O)OC)O[C@@H]1CO2	-12.4	-5.9	-16.7[16.7 µM]	-1.5	-5.0	1.2	-21.1	-18.2
CCOc1ccc(S(=O)(=O)N2CCC(C(=O)NCCc3ccc(S(N)(=O)=O)cc3)CC2)cc1	1.5	2.0	11.6	-0.6	-0.9	1.6	0.8	-1.2
COCCN(C(=O)c1ccc(N(C)S(=O)(=O)c2ccc(C)cc2)cc1)c1c(N)n(CC(C)C)c(=O)[nH]c1=O	-5.1	2.1	-7.0	2.1	-1.3	-2.8	-2.9	-5.6
COc1ccccc1CNC(=O)C(Cc1c[nH]c2ccccc12)NC(=O)OCc1ccccc1 (stereo unspecified)	-3.4	-12.1	3.7	.	1.4	2.8	2.0	-2.9
CO[C@H]1CN(C)C(=O)c2ccc(NC(=O)C3CC3)cc2OC[C@@H](C)N(CC2CCCC2)C[C@@H]1C	-5.8	-15.2	.	-0.6	-6.0	1.1	4.8	11.3
CN1CCN(CC(O)COc2ccc(S(=O)(=O)N3CCOCC3)cc2)CC1 (stereo unspecified)	4.7	9.2	.	-0.4	-2.5	2.5	3.6	5.2
COc1cccc2cc(S(=O)(=O)c3ccc(C)cc3)/c(=N/NS(=O)(=O)c3ccc(C)cc3)oc12	-0.7	3.6	.	0.7	.	.	-4.4	.
COc1ccc(NC(=O)CC2C(=O)N(c3cccc(OC)c3)C(=O)N2CCC(C)C)cc1 (stereo unspecified)	3.4	-7.5	3.8	.	2.6	2.9	2.9	92.5*
O=C(CN1C(=O)CCS(=O)(=O)c2ccccc21)NCc1ccccc1	-0.4	.	-3.4	.	2.6	-1.4	.	72.2*
COc1ccc(C(=O)N2CCN(Cc3ccccc3)CC2)cc1[N+](=O)[O-]	16.0	14.3	-8.0	0.8	0.9	-5.6	-2.5	2.7
COc1ccc(C(=O)NCCCNC(=O)c2ccccn2)cc1Br	.	13.1	-2.2	1.5	0.2	4.7	1.3	-3.0
O=S(=O)(c1ccc(F)cc1)N1CCN(c2ccccc2)CC1	-21.6	.	2.9	.	4.5	-8.5	.	3.9
COc1ccc(CNC(=O)CN2C(=O)CSc3ccc(S(=O)(=O)N4CCOCC4)cc32)cc1	-12.2	-12.2	-3.9	0.1	0.6	-2.3	-11.7	8.4
O=C(NCCCc1ccccc1)c1ccc([N+](=O)[O-])cc1Cl	-0.1	-8.0	1.1	-1.0	-0.5	-0.3	5.7	2.9
Cc1ccc(OCC(=O)NN2C(=O)c3ccccc3C2=O)c(C)c1	-11.0	.	-3.3	.	0.6	6.0	.	4.7
N#CC(=C=[N-])c1nc2ccccc2nc1-[n+]1cccc(NC(=O)c2cccs2)c1	8.2	.	-3.6	-2.6	1.8	-1.5	3.4	6.7
O=C(CC(c1ccccc1)c1ccccc1)NCc1cccnc1	7.1	-18.5	-4.8	.	1.7	.	.	-15.0
CN1[C@@H]2Cn3c(ccc(/C=C/c4ccccc4)c3=O)[C@H]1[C@@H](C(=O)NC1CCCC1)[C@@H]2CO	5.1	-1.0	.	-0.6	.	.	1.6	.
O=C(CN1C(=O)C2CCCCC2C1=O)Nc1cccc(C(F)(F)F)c1 (stereo unspecified)	1.4	-23.9	-1.8	-0.5	0.3	5.0	1.7	-6.8
CCCCNS(=O)(=O)C1CCS(=O)(=O)C1 (stereo unspecified)	.	3.5	.	.	3.3	-0.8	.	1.2
Cc1cc(F)ccc1NS(=O)(=O)c1c(C)nc2scc(C)n2c1=O	-3.8	-5.1	44.0	-0.6	0.7	-0.5	-9.9	5.9
N#C[C@H]1[C@@H](c2ccccc2C2=CCCC2)[C@H](CO)N1C(=O)C1CC1	-6.6	11.8	.	-0.7	.	.	-6.9	.

In a second layout: entries from further up.
The line under a structure holds: PGC1a acetyl inh, GSIS activator, miR-122 sensor, F508del corr, Cneo AK release, PglD inh, FN deposition inh, Statin myotox sup
> O=C(CN1C(=O)C2CCCCC2C1=O)Nc1cccc(C(F)(F)F)c1 (stereo unspecified)
 : 1.4, -23.9, -1.8, -0.5, 0.3, 5.0, 1.7, -6.8
> CCCCNS(=O)(=O)C1CCS(=O)(=O)C1 (stereo unspecified)
 : ., 3.5, ., ., 3.3, -0.8, ., 1.2
> Cc1cc(F)ccc1NS(=O)(=O)c1c(C)nc2scc(C)n2c1=O
 : -3.8, -5.1, 44.0, -0.6, 0.7, -0.5, -9.9, 5.9
> N#C[C@H]1[C@@H](c2ccccc2C2=CCCC2)[C@H](CO)N1C(=O)C1CC1
 : -6.6, 11.8, ., -0.7, ., ., -6.9, .
